# FN deposit inh: fibronectin deposition inhibition; AH1F fibroblasts, Alexa488-fibronectin deposition fluorescence, overnight; inhibition, % at 12.6 µM; hit rate 0.086% among 350,000;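 active = mean inhibition across replicates of 30% or more, regardless of how many single replicates reach that level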;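 note: positive control wells lacked labelled fibronectin entirely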
#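 Assay system: AH1F fibroblast monolayer, labelled fibronectin deposition. Amount: 10000 cells per well. Also added: labelled fibronectin 24 nM. Compound: single-point pinned compound. Incubation: cell attachment 1 h, compound and FN exposure overnight. Detection: fluorescence after three HBSS washes, excitation 485 nm, emission 525 nm. Read-out: inhibition of fibronectin deposition signal.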
# CASP6 VEID inh: blocks human caspase-6 cleavage activity | purified caspase-6, Z-VEID-R110 cleavage fluorescence | inhibition, % at 12.5 µM | hit rate 0.53% among 350,000 | AID 686996;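 active = mean inhibition across replicates at least about 35%, with every replicate also reaching that limit, limit read from the data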;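 note: 0% = median of neutral control wells and 100% = no fluorescence left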
# Target sequence (P55212 24-179 limits assumed): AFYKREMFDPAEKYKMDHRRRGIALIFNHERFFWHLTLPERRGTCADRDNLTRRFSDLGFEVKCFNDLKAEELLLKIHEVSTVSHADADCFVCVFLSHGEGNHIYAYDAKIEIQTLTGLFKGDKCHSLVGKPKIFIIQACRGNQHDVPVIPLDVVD
# Target sequence (P55212 194-293 limits assumed): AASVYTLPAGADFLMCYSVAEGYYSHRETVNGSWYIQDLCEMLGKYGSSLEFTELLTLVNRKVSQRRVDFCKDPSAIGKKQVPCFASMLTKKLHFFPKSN
# PGC1a acetyl inh: lowers PGC1a acetylation signal in U2OS cells; AlphaScreen anti-acetyl-lysine; with virally co-expressed GCN5 acetyltransferase; inhibition, % at 15.6 µM; hit rate 0.17% among 350,000;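 active = every replicate shows inhibition of at least 40%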;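 note: 0% = neutral control wells and 100% = positive control wells; some results beyond the cut were filed as inactive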
# PAX8 inh HTS: inhibitors of PAX8 transcriptional activity in RMG-I cells | RMG-I TPO-luciferase reporter, SteadyGlo, 24 h | inhibition, % at 12.6 µM | hit rate 1.2% among 360,000;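 active = mean replicate inhibition at least 60% with every replicate also reaching 60%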;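 note: luciferase light reporting Pax8 driven TPO promoter activity; plate controls were median of neutral control wells for no effect and mitoxantrone controls for full effect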
# miR122 inh: miR-122 inhibition in Huh7 cells. activation (reporter increase), % at 12.5 µM. Huh7 miR-122 Renilla luciferase sensor, 48 h; neutral wells = 0, positive control = 100. hit rate 0.3% among 340,000;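 active = mean replicate activation score at least 90 and every replicate individually at or above 90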;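 note: higher luciferase means less miR-122 activity so hits act as miR-122 inhibitors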
# LGR2 inh: Drosophila LGR2 receptor signaling inhibition; AID 720647; inhibition, % at 9.99 µM; hit rate 0.35% among 380,000; HEK293 LGR2, CRE-luciferase, bursicon-stimulated, 4 h;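 active = drop in luminescence signal, shown as inhibition above about 50% in the replicate tests, limit read from the data, passing the limit was not always enough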;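 note: agonist challenge used bursicon conditioned medium at about half maximal strength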
# EWS-Fli block: blocks EWS/Fli oncoprotein-driven transcription | A673 NR0B1-luciferase reporter, viability-normalised | inhibition, % at 12.6 µM | hit rate 0.67% among 350,000 | AID 651661;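 active = mean inhibition of at least 50% after viability correction, with every replicate also passing that limit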;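 note: firefly luciferase signal divided by Alamar Blue viability fluorescence both relative to DMSO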
# Cneo AK release: causes C. neoformans cell lysis; adenylate kinase release luminescence, 4 h; normalised: neutral wells 0, clomiphene wells 100; hit rate 0.2% among 360,000; AID 651654; lysis activity, % at 15 µM;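 active = mean lysis activity across replicates of at least 80%, whatever share of replicates individually reach that level; inactive = mean lysis activity below 80%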
#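 Assay system: C. neoformans cells. Amount: yeast cell density of 5 × 10^6 cells/mL. Technique: AK luminescence. Buffer or medium: YPD. Times: static 4 h at 37 °C with compound, 1 h detection. Dosing: single-point compound dose. Read-out: lysis from increased AK signal.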
# An asterisk follows results filed as active; . = not tested or not shown; [ ] = another dose, or the depositor's remark.
SMILES,FN deposit inh,CASP6 VEID inh,PGC1a acetyl inh,PAX8 inh HTS,miR122 inh,LGR2 inh,EWS-Fli block,Cneo AK release
c1ccc(CNc2nc(NCCOc3ccccc3)c3sccc3n2)cc1,0,-3,.,23,-6,-3,31,-2
CCCC#Cc1ccc2c(c1)O[C@@H](CN(C)S(C)(=O)=O)[C@@H](C)CN([C@H](C)CO)S2(=O)=O,-17,12,2,.,-2[16.7 µM],5,3,-1
COc1ccccc1NC(=S)N(CCCN1CCOCC1)Cc1cn(C)c2ccccc12,-2,-2,.,36,.,5,4,.
CCc1nc2nc(C)cc(C)n2c1Nc1ccc(OC)cc1,2,-2,.,-7,.,18,-7,.
CC(C)NC(=O)c1cccc(Br)c1,.,-2,4,.,.,-7,-2,2
O=S(=O)(NCC[C@@H]1CC[C@@H](NS(=O)(=O)c2ccccc2Cl)[C@H](CO)O1)c1ccc(F)cc1,.,-1,4,24,.,9,-5,2
CSc1cccc(NC(=S)Nc2ccc(F)cc2)c1,-7,-1,2,-49,41,-27,-78,-2
Fc1ccc(-c2nc3ccc(Br)cn3c2Cc2cccc(F)c2)cc1,-5,3,-16,-132,2,-12,-53,-1
O=C(/C=C/[C@H]1O[C@@H](n2cnc3c(NC(=O)c4ccccc4)ncnc32)[C@H](O)[C@@H]1O)NCCc1ccc(F)cc1,0,3,-1,1,-3,5,6,-2
COc1ccc(NC(=O)N[C@@H]2CC[C@H](CCNC(=O)CCN3CCCCC3)O[C@H]2CO)cc1,-3,.,-6,-9,-6[16.7 µM],-5,1,.
Nc1nc2n(n1)C(c1cccc(Br)c1)CC(c1ccccc1)N2 (centres undefined),4,-1,-3,-21,-3,-19,3,1
CCOC(=O)C1(CC)NC(c2ccco2)C2C(=O)N(CC)C(=O)C21 (centres undefined),-9,.,2,14,-6,.,.,-7
CN1CCN(c2ccc(CNC(=O)c3ccco3)cc2)CC1,-7,-3,.,3,.,4,10,.
CC(C)CC(NC(=O)C1CCC(=O)N1)C(=O)NC(CC(C)C)C(=O)N1CCCC1C(N)=O (centres undefined),-10,-2,2,16,0,13,0,-4
Cc1sc(-c2ccncc2)nc1OC(=O)c1ccc(F)cc1F,3,-3,7,7,.,30,-2,.
COc1ccc2c3c([nH]c2c1)[C@@H](CO)N(C(=O)Nc1ccc(F)cc1)CC31CN(C(=O)Nc2ccccc2)C1,.,.,-2,-1,.,6,-8,.
COc1ccc(C(=O)OCC(=O)Nc2cc(C)on2)cc1F,5,-2,-3,4,-1,-14,-4,0
C[C@H](CO)N1C[C@H](C)[C@@H](CN(C)Cc2ccccc2)Oc2cc(C#CCN(C)C)ccc2S1(=O)=O,.,-2,-10,-9,33[16.7 µM],7,16,2
O=C(C[C@@H]1CC[C@H](NC(=O)C2CC2)[C@@H](CO)O1)NCc1ccncc1,-16,-1,10,-9,.,11,1,-1
CCOc1ccccc1C1c2cc3c(cc2OC(C)(N2CCCC2)C1C)OCO3 (centres undefined),-2,-5,3,-19,.,17,5,.
Cc1ccc2c(c1)N(S(=O)(=O)c1ccc(CN3C(=O)c4cccnc4C3=O)cc1)CCO2,0,-1,.,-12,.,6,-4,12
O=C(CSc1ccccc1C(=O)N1CCN(c2ccc([N+](=O)[O-])cc2)CC1)N1CCCC1,-5,0,-4,27,-12,-4,17,-1
COc1ccc(C(=O)Nc2ccc(C(=O)N3CCCC3)cc2)cc1[N+](=O)[O-],6,-6,-10,.,-1,10,-4,0
CC1CC(C)(C)CC2(C1)NC(=O)N(CC(=O)NCCc1ccc3c(c1)OCCO3)C2=O (centres undefined),-8,-3,-1,14,.,3,-9,.
O=C(C[C@@H]1CC[C@@H]2[C@H](COC[C@@H](O)CN2C(=O)c2ccncc2)O1)NCc1ccc(-c2ccccc2)cc1,8,-1,1,-32,15[16.7 µM],3,3,1
CCCN1CCC(NC(=S)Nc2ccc(S(N)(=O)=O)cc2)CC1,-4,-6,12,-6,-8,19,-5,0
COc1cc2[nH]c(=O)c(C(=O)NCCCN3CCOCC3)c(O)c2cc1OC,.,-32,-19,-4,.,3,-4,.
COc1cccc(CNC(=O)CCNC(=O)Cn2ccc3ccccc3c2=O)c1,-3,.,-2,14,-7,.,.,0
CCC(C)NC(=O)Cn1cc(S(=O)(=O)N2CCCC2)c(S(=O)(=O)N2CCCC2)c1 (centres undefined),0,0,-14,-3,29,3,.,1
Cc1ccsc1C(=O)NNC(=O)c1cccc(S(=O)(=O)N2CCCC2)c1,1,2,1,-7,0,-8,3,1
Cc1cc(C)nc(SCc2ccc(C(=O)N/N=C/c3ccco3)cc2)n1,7,2,.,-4,.,-3,0,.
O=C(Nc1ccc(S(=O)(=O)N2CCCC2)cc1)c1ccc(F)cc1,3,3,4,-2,7,-3,9,0
C=CCn1c(Oc2ccccc2F)nc2c1c(=O)n(C)c(=O)n2C,11,-1,33,-29,3,-5,3,-7
CC(C)NC(=O)Nc1ccc2c(c1)C(=O)N([C@@H](C)CO)C[C@H](C)[C@@H](CN(C)C(=O)C1CCCCC1)OCCCC[C@@H](C)O2,-6,1,-7,4,2[16.7 µM],0,-3,-1
Cn1c(N)c(C(=O)COC(=O)/C=C/c2ccccc2Cl)c(=O)n(C)c1=O,-7,2,1,-22,-6,-10,-29,1
Cc1ccc(N2CC(=O)N(NC(=O)c3sc4nc(C)cc(C)c4c3N)CC2=O)cc1,3,-2,.,-7,.,13,-10,.
CC(C)N(C(=O)[C@H]1CC(CC(=O)NCCCn2ccnc2)C(=O)N2CCc3c([nH]c4ccccc34)[C@]12C)C(C)C (some centres undefined),-1,-37,6,2,0,-1,2,15
CC(=O)c1cn(-c2ccc(Cl)cc2)c(=O)n(Cc2ccc(F)cc2)c1=O,-7,-4,.,-6,.,-17,-4,.
CCOC(=O)c1cc(-c2ccccc2)n(CC(=O)Nc2cc(OC)cc(OC)c2)c1C,-3,.,19,19,4,4,.,3
CC(=O)c1cccc(OCc2cc(C(=O)N(C)Cc3cnccn3)no2)c1,6,1,-5,-105,-4,-26,.,-3
CCC(C)C1NC(=S)N(C2CCCCC2)C1=O (centres undefined),3,.,28,.,.,-2,.,2
Cc1nc2c(S(=O)(=O)c3ccccc3)cnn2c(C)c1C,-5,7,19,4,3,28,-1,.
S=C(c1ccc(-c2ccccc2)o1)N1CCCCC1,-4,-5,4,-179,.,-114,-60,.
O=C(NC1CCCCC1)c1ccc(COCC(F)(F)F)o1,.,.,5,.,-2,5,.,1
S=c1[nH]nc(COc2ccc(Cl)cc2)n1-c1ccc(Cl)cc1,-5,-1,10,13,0,3,11,1
COc1cccc(C(NC(C)=O)c2nc(-c3cccc(O)c3)cs2)c1 (centres undefined),.,0,1,-23,6,-78,-10,-1
Cc1cc(=O)oc2c(C)c(OC(C)C(=O)NCCCn3ccnc3)ccc12 (centres undefined),-1,-6,4,-5,-5,-12,.,0
N=c1n(CCN2CCCC2)c2ccccc2n1CC(O)c1ccc(Cl)c(Cl)c1 (centres undefined),9,-10,-58,35,-2,47,25,2
CC1=CCC2C(=O)N(c3cccc(C(=O)Nc4ccccc4Cl)c3)C(=O)C2C1 (centres undefined),5,1,.,-11,2,1,1,1
Cc1ccc(C)c(-n2ccnc2SCC(=O)Nc2cccc(S(=O)(=O)NC3=NCCC3)c2)c1,3,2,-3,4,10,.,-3,0
N#C/C(=C\C=C\c1ccccc1)C(=O)Nc1ccccc1,9,0,.,-10,.,.,8,.
COc1ccc(C)cc1NC(=O)CO/N=C(\N)CC(=O)Nc1ccccc1OC,1,-2,7,-1,3,2,0,0

# Ordered by count of non-hydrogen atoms (falling): part of the list above
SMILES,FN deposit inh,CASP6 VEID inh,PGC1a acetyl inh,PAX8 inh HTS,miR122 inh,LGR2 inh,EWS-Fli block,Cneo AK release
Cc1ccc(C)c(-n2ccnc2SCC(=O)Nc2cccc(S(=O)(=O)NC3=NCCC3)c2)c1,3,2,-3,4,10,.,-3,0
CCOC(=O)c1cc(-c2ccccc2)n(CC(=O)Nc2cc(OC)cc(OC)c2)c1C,-3,.,19,19,4,4,.,3
COc1ccc(C)cc1NC(=O)CO/N=C(\N)CC(=O)Nc1ccccc1OC,1,-2,7,-1,3,2,0,0
CC1=CCC2C(=O)N(c3cccc(C(=O)Nc4ccccc4Cl)c3)C(=O)C2C1 (centres undefined),5,1,.,-11,2,1,1,1
Cc1cc(=O)oc2c(C)c(OC(C)C(=O)NCCCn3ccnc3)ccc12 (centres undefined),-1,-6,4,-5,-5,-12,.,0
CC(=O)c1cn(-c2ccc(Cl)cc2)c(=O)n(Cc2ccc(F)cc2)c1=O,-7,-4,.,-6,.,-17,-4,.
COc1cccc(C(NC(C)=O)c2nc(-c3cccc(O)c3)cs2)c1 (centres undefined),.,0,1,-23,6,-78,-10,-1
S=c1[nH]nc(COc2ccc(Cl)cc2)n1-c1ccc(Cl)cc1,-5,-1,10,13,0,3,11,1
Cc1nc2c(S(=O)(=O)c3ccccc3)cnn2c(C)c1C,-5,7,19,4,3,28,-1,.
S=C(c1ccc(-c2ccccc2)o1)N1CCCCC1,-4,-5,4,-179,.,-114,-60,.
CCC(C)C1NC(=S)N(C2CCCCC2)C1=O (centres undefined),3,.,28,.,.,-2,.,2

# Screening data deposited in PubChem BioAssay by Broad Institute.
